Screening results: PubChem, several laboratories
DAX1 inh-1: DAX1 (NR0B1) inhibitors on StAR promoter, primary screen, cell-based, luminescence, SF-1 (NR5A1), full-length DAX-1. HEK293T StAR-luciferase reporter, SF-1/DAX-1 repression relief. inhibition, % at 6.8 µM. hit rate 1.1% among 370,000. AID 652010, 2013;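 active means inhibition above the mean over all tested compounds plus 3 SD, cut at about 3.6% in these data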;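 further: 0% = DAX-1 cells with DMSO and 100% = cells lacking DAX-1 with DMSO; higher inhibition means more luminescence from relief of DAX-1 repression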
ssDAF12 agonist: S. stercoralis DAF-12 nuclear receptor activators, primary screen, cell-based, luminescence, HEK293, GRIP1 co-expression, lit1-tk-luc | hit rate 1% among 370,000 | Nuclear hormone receptor DAF-12 (Strongyloides stercoralis) | activation, % at 6.8 µM | HEK293 ssDAF-12/GRIP1 lit1-tk-luc reporter; % of 3 µM dafachronic acid response;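 active means activation above the mean over all tested compounds plus 3 SD, cut at about 0.9% in these data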;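 further: 0% = DMSO-only wells and 100% = 3 µM delta7-dafachronic acid wells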
SMARCA2 act: SMARCA2 (BRM) function activators, primary screen, cell-based, luminescence, high throughput | hit rate 1% among 370,000 | activation, % at 9.1 µM | MG213 cells, MMTV-luciferase reporter, dexamethasone, overnight | AID 652017, 2013; in the data active means activation above about 7.8%;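 further: 0% = vehicle wells and 100% = reference activator wells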
hgDAF12 agonist: H. glycines DAF-12 receptor agonists, primary screen, cell-based, luminescence, HEK293, GAL4 fusion, UAS-luciferase. HEK293 GAL4-hgDAF12 UAS-luciferase reporter, agonist luminescence; normalized to butyrate control. activation, % at 6.8 µM. hit rate 1.8% among 370,000. AID 687014, 2013;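 active means activation above a cutoff set at the mean of all screened compounds plus 3 SD, cut at about 10% in these data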;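 further: 0% = DMSO wells and 100% = sodium butyrate wells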
GC-A act: GC-A stimulated cGMP production enhancers – HEK293 GC-A cells, cGMP TR-FRET, EC30 ANP, primary screen; Atrial natriuretic peptide receptor 1 (Homo sapiens), P16066; 0% at EC30 ANP, 100% saturating ANP; activation, % at 10 µM; hit rate 0.14% among 370,000; AID 1671463, 2021; in the data active means activation above about 40%
Target sequence (P16066 whole entry, looked up): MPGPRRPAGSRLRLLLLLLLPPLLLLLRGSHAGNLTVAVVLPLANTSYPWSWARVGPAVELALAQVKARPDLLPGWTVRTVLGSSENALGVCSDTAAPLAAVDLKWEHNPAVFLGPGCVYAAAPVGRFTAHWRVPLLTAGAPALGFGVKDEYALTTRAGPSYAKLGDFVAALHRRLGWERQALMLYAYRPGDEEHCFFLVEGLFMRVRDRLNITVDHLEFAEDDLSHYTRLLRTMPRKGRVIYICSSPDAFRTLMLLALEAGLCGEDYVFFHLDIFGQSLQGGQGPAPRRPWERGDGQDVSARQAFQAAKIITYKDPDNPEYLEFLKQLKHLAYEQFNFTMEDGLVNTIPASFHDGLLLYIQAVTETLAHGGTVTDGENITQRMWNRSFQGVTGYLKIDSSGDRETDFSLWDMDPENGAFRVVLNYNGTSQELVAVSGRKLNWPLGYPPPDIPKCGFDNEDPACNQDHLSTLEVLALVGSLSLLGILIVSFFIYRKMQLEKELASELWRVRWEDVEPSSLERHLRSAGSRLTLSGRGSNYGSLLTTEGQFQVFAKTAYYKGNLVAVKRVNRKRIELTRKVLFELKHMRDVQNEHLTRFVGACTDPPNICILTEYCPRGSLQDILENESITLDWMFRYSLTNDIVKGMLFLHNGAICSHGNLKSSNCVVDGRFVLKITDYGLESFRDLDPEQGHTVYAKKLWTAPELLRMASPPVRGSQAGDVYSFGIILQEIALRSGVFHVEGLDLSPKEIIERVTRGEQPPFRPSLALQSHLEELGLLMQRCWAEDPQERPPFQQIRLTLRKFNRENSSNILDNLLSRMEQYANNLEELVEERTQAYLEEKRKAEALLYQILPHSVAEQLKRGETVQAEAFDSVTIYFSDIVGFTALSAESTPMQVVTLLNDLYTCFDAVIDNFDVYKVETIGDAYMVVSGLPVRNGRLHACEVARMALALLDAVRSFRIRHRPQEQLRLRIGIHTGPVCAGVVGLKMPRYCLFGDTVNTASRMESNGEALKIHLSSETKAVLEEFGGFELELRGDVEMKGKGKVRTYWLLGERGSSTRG
PG9 Ab binder: binders of HIV-1 gp120 antibody PG9, primary screen, biochemical, TR-FRET. hit rate 0.43% among 360,000. TR-FRET gp120-PG9 antibody binding. inhibition, % at 6.7 µM. HIV-1 gp120 / PG9 antibody interaction; in the data active means inhibition above about 8.5%
DAX1 inh-2: DAX1 (NR0B1) inhibitors, primary screen, cell-based, HEK293, Gal4-DAX1, luciferase luminescence; HEK293 Gal4-DAX1 luciferase reporter; Nuclear receptor subfamily 0 group B member 1 (Homo sapiens), P51843; inhibition, % at 6.75 µM; hit rate 0.99% among 340,000; AID 504766, 2011;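 active means inhibition above the mean over all tested compounds plus 3 SD, cut at about 4.2% in these data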;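 further: 0% = DAX1-transfected cells with DMSO and 100% = empty-vector control cells with DMSO; inhibition shows as a rise in luminescence from relieved DAX1 repression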
hcDAF-12 act: H. contortus DAF-12 nuclear receptor activators, primary screen, cell-based, luminescence, HEK293, lit1-tk-luc reporter | AID 652067, 2013 | hit rate 1.4% among 370,000 | activation, % at 6.8 µM | HEK293 hcDAF-12 lit1-tk-luc reporter; 0% DMSO, 100% Δ7-dafachronic acid;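 active means activation above the mean of all tested compounds plus 3 SD, cut at about 5.5% in these data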;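 further: 100% = response to 3 µM Δ7-dafachronic acid high control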
FXN GAA850 act: FXN promoter activators, primary screen, cell-based, luciferase luminescence, HEK293 lucGAA850; activation, % at 6 µM; hit rate 0.56% among 360,000; HEK293 lucGAA850 FXN promoter luciferase reporter, 24 h; percent of 10 µM SAHA response; AID 540364, 2011;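 active means activation above the average of all compounds screened plus 3 SD, cutoff fixed separately per campaign, cut at about 7.5% in these data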;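 further: 0% = DMSO wells and 100% = 10 µM SAHA wells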
ADAM17 inh: ADAM17 inhibitors, primary screen, biochemical, QFRET | recombinant ADAM17, EDANS/DABCYL FRET peptide cleavage | inhibition, % at 6.95 µM | AID 720648, 2013 | Disintegrin and metalloproteinase domain-containing protein 17 (Homo sapiens), P78536 | hit rate 0.83% among 370,000;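 active means inhibition above the mean of compounds lying between control limits plus 3 SD, set per campaign, cut at about 8.5% in these data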;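 further: 0% = DMSO-only wells as the low control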
ADAM10 inh: human ADAM10 inhibitors, primary screen, biochemical, QFRET, HTS; recombinant ADAM10, EDANS/DABCYL FRET peptide cleavage, 3 h; inhibition, % at 7 µM; hit rate 0.62% among 370,000;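 active means inhibition above a per-campaign cutoff equal to the mean of compounds falling between control-based bounds plus 3 SD, cut at about 20% in these data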;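 further: 0% = DMSO wells while the 100% control is not disclosed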
* hit, by the source's call; i = inactive; x = no result given.

SMILES	DAX1 inh-1	ssDAF12 agonist	SMARCA2 act	hgDAF12 agonist	GC-A act	PG9 Ab binder	DAX1 inh-2	hcDAF-12 act	FXN GAA850 act	ADAM17 inh	ADAM10 inh
COc1ccc(NC(=O)c2sc3nc(C)cc(C)c3c2N)cc1	1.8	-0.7	5.5	9.1	4.4	0.1	3.0	1.7	5.0	-1.2	-14.4
O=C(CCSc1nnc2ccccn12)Nc1ccc2c(c1)OCO2	0.6	-1.2	-5.1	3.6	0.5	-3.5	0.6	-2.2	2.7	-2.4	-17.8
CCCC1CCC2(CC1)CCC2OC(=O)Nc1ccccc1C (stereo not drawn)	x	-1.3	x	5.2	-1.6	x	x	-0.1	x	-4.1	2.9
CSc1ccc(S(=O)(=O)N2CCC(C(=O)NCCc3ccccc3)CC2)cc1	0.1	-0.9	-0.2	-2.5	-1.2	4.9	1.7	0.2	2.3	-2.3	-3.2
COc1cc2[nH]c(C(=O)N3CCN(c4ccc(F)cc4)CC3)cc2c(OC)c1OC	0.0	-1.4	-0.6	1.4	0.3	1.2	1.4	-0.3	0.9	-4.9	-8.5
CCOc1ccccc1CN1CCN(Cc2nc3c(s2)CCCC3)CC1CCO (stereo not drawn)	-0.4	-1.4	1.5	-1.8	-1.5	-0.9	-0.1	-1.3	1.9	-1.1	10.0
Cc1cc(C)n(C(=O)/C(C#N)=N\Nc2ccccc2[N+](=O)[O-])n1	0.8	-2.0	-2.5	-0.3	x	1.0	-2.4	0.8	-0.4	2.5	0.6
Nc1ncnc2c1CCC2	-0.5	-1.0	-0.9	-1.5	-1.7	0.8	1.0	-2.4	0.2	6.7	6.3
O=C(O)c1ccc2c(c1)C1C=CCC1C(c1ccncc1)N2 (stereo not drawn)	0.4	-0.6	1.0	-1.4	4.8	-1.5	1.4	-1.3	-0.4	-1.2	-3.3
Cc1ccc2c(c1)N(C(=O)CCC(=O)NCCCN1CCC(Cc3ccccc3)CC1)CCO2	2.8	-0.5	-3.8	-3.6	-23.9	-1.2	0.4	0.2	-1.2	0.7	-17.0
CC(C)C[C@H](NC(=O)C1CCCC1)C(=O)N1CCC[C@H]1C(=O)NCc1ccccc1	-0.7	-0.7	0.8	2.0	1.0	0.3	x	-0.3	x	1.1	-1.0
CSc1ncnc2c1ncn2CCCNCc1ccco1	0.5	-0.5	-3.0	-2.5	2.4	-0.7	0.1	0.6	-0.4	0.2	-2.9
Cc1cc(C(=O)OCC(=O)Nc2ncc(C(F)(F)F)cc2Cl)c(C)o1	0.7	-0.4	-0.5	-0.1	1.0	-3.5	2.0	1.9	0.6	-1.5	-4.8
Cc1ccc(OC(=O)c2ccc(S(=O)(=O)N(C)C)cc2)c(-n2nc3ccccc3n2)c1	2.9	0.5	5.2	12.0*	3.0	-2.8	4.3*	3.2	4.1	9.1*	7.9
CC1=C/C(=C\c2ccc(Br)o2)C(=O)O1	0.2	-0.9	0.6	1.4	1.1	-3.0	-0.2	1.2	1.5	3.3	-4.1
CCN(Cc1ccccc1)C(=O)CN1C(=O)NC(CC)(c2ccc(F)cc2)C1=O (stereo not drawn)	-0.2	-1.6	-1.5	-2.1	1.6	-1.1	-1.1	-1.8	-0.4	1.2	-4.4
O=C(CSc1nc2cc(S(=O)(=O)N3CCOCC3)ccc2o1)NC1CCCc2ccccc21 (stereo not drawn)	-0.3	-0.4	-6.9	0.6	4.6	-2.7	-1.2	-0.2	1.6	-7.2	-5.7
CCOC(=O)C1CCN(C(=O)CS(=O)(=O)Cc2nc(-c3ccccc3Cl)oc2C)CC1	-0.8	-1.9	0.4	-2.3	-3.0	-0.5	-0.7	0.5	-1.4	-3.5	-10.0
Cc1cccn2c(=O)c3cc(C#N)c(=O)n(-c4c(C)n(C)n(-c5ccccc5)c4=O)c3nc12	-0.1	-0.5	0.5	0.2	3.3	1.3	0.2	1.5	-0.3	-2.0	-15.8
CCN(Cc1nc(-c2ccc(OC)cc2)no1)C(=O)c1ccc2c(c1)OCO2	0.1	-1.0	-0.1	-3.0	-5.7	0.4	1.8	0.6	2.5	-1.9	5.9
COc1ccc(C(=O)OCC(=O)NCc2ccco2)cc1S(=O)(=O)N1CCN(c2cccc(Cl)c2)CC1	-1.2	-1.6	-0.9	-2.9	-5.2	1.4	-0.1	-0.6	-1.3	16.9*	28.6*
COc1nc(-c2ccc(Cl)cc2)ccc1-c1noc(-c2cccs2)n1	0.4	-1.3	1.3	0.5	2.6	0.1	-2.4	0.0	-1.1	-3.5	-10.0
COc1ccc(CN(C(=O)c2cccs2)C(C(=O)NC2CCCCC2)c2ccc3ncccc3c2)cc1 (stereo not drawn)	-0.6	-0.6	-3.2	-1.8	-4.4	0.9	-0.7	-1.0	-5.3	-3.2	0.3
O=C(CSc1nc2ccccc2n1Cc1ccccc1)N/N=C/c1ccco1	0.3	-1.5	0.1	1.5	0.0	-3.2	-0.5	-2.5	0.7	1.3	10.2
Cc1noc(C)c1COc1ccc(CC(=O)NCCc2ccccn2)cc1	-0.1	-0.9	-1.7	-1.8	0.2	-0.7	0.1	-1.2	-0.5	-0.1	1.8
CC(=O)N(C(C)=O)S(=O)(=O)c1ccc(N=NN2CCOCC2)cc1	-0.5	-1.0	-2.2	-0.7	2.1	0.5	2.7	-0.8	0.7	1.9	2.0
COc1ccc(/C=N/NC(=O)CSCC(=O)Nc2ccccc2)cc1	-0.1	-0.4	1.4	-0.7	-1.9	0.7	5.0*	3.7	0.9	-10.2	2.4
CCS(=O)(=O)c1ccc(-c2cccc(NC(=O)COc3ccccc3)c2)nn1	-1.1	-1.2	-0.3	-1.4	-2.7	-0.2	0.0	0.0	-0.6	-0.5	0.8
CC1CCC/C(=N\NC(=S)Nc2ccccc2)C1 (stereo not drawn)	-0.5	-1.3	6.0	2.1	3.4	-3.5	1.1	3.8	5.1	1.6	12.8
COc1ccc(/C=C2\Oc3ccccc3C2=O)cc1	2.4	0.4	4.1	10.4*	-1.6	-2.4	-2.3	7.2*	2.9	-196.8	i
COc1cccc(C2CC(c3ccc(NS(C)(=O)=O)cc3)=NN2C(=O)c2ccccc2)c1OC (stereo not drawn)	-1.1	-1.3	-1.3	-1.9	-7.4	-1.9	1.6	-2.1	-0.7	2.4	2.9
C=CCN=C1NC(c2cccc(C(F)(F)F)c2)C(C(=O)OC)=C(C)N1Cc1ccccc1C(F)(F)F (stereo not drawn)	1.4	-0.9	-2.2	0.6	-17.0	0.1	x	-0.1	x	3.6	5.8
COc1ccc2nc(SCC(=O)NCc3ccc(OC)c(OC)c3)[nH]c2c1	-0.5	-1.1	-3.0	-1.9	-4.4	0.5	0.6	-1.1	-1.8	-6.5	11.0
O=C(Nc1cccs1)Nc1c(F)c(F)c(F)c(F)c1F	-1.3	0.0	-1.9	-3.4	6.6	-1.3	-1.1	-0.5	1.2	-4.2	-9.2
CCn1nnnc1SCC(=O)NCc1ccc2c(c1)OCO2	-0.5	-1.4	0.3	0.6	-7.5	0.3	0.8	-0.9	-0.3	0.8	-4.4
CC(=O)n1cc([C@@H]2C=C(C(=O)Nc3ccccc3)O[C@H](OCCCCO)C2)c2ccccc21	-0.8	-0.1	1.3	2.5	2.3	-0.8	0.7	2.1	-0.8	-1.8	-1.7
Cc1cc(C)nc(Nc2ccccc2Br)n1	-0.5	-1.1	0.6	-1.1	-0.9	0.5	0.1	-0.6	0.1	-0.8	-2.6
COc1ccc(CNC(=O)COC(=O)c2ccccc2C(=O)c2ccccc2)cc1	-0.1	-1.2	-0.9	-0.7	-4.2	-1.8	-0.9	-2.2	1.5	0.9	3.7
COc1ccccc1CNC(=O)COC(=O)[C@H](Cc1c[nH]c2ccccc12)NC(=O)c1cccs1	-0.2	-0.9	-2.2	-0.5	-7.0	0.1	1.3	-0.5	1.6	0.2	9.5
COC(=O)Cn1ccc(N(C)C)c(C#N)c1=O	0.6	-0.8	5.7	-0.7	1.4	-3.5	-1.6	-0.3	-1.7	-1.4	5.7
CC(C)c1nnc(NC(=O)CSc2nnc(NC(=O)c3c(F)cccc3F)s2)s1	0.5	-1.2	-2.9	-0.4	-3.2	1.2	1.8	-1.9	1.1	-5.2	-4.9
COC(=O)c1ccc(NC(=O)COc2cccc(-n3cnnn3)c2)cc1	-2.1	-1.3	4.5	3.0	-2.0	0.8	1.2	-0.1	-1.3	1.9	-3.8
Cc1cccc(-c2nc(CS(=O)CC(=O)NCc3ccco3)c(C)o2)c1 (stereo not drawn)	0.7	-0.9	4.5	3.1	-1.3	-0.5	1.1	-0.5	0.8	-2.8	3.9
CCOc1cc(C(=O)N(C)Cc2cc3ccccc3[nH]c2=O)cc(OCC)c1OCC	-0.2	-1.0	0.0	-0.1	2.8	-0.9	0.3	0.4	2.1	-6.3	-10.4
O=C(NCC(c1ccco1)N1CCCC1)c1cccc(NS(=O)(=O)c2ccc(Br)cc2)c1 (stereo not drawn)	0.6	-1.5	7.7	2.6	-0.9	-1.9	0.6	2.4	-0.6	0.2	1.9
CCOC(=O)C1(C)CCN1C(=O)c1cc2ccccc2s1 (stereo not drawn)	0.8	-0.8	-0.3	8.9	-1.9	0.6	x	-1.0	0.6	-1.3	-8.1
CCCc1[nH]nc2c1C(c1cc(OC)cc(OC)c1)C(C#N)=C(N)O2 (stereo not drawn)	-0.2	-1.1	2.0	0.6	-37.9	0.2	1.1	-0.9	-1.9	-0.9	8.7
O=C(NCc1ccccc1)C(=O)NCC1OCCN1C(=O)c1ccc(Cl)cc1 (stereo not drawn)	1.0	-1.9	-1.8	-2.4	1.9	-0.2	0.1	1.1	1.6	-3.6	-4.6
CN(Cc1cn(C)nc1-c1ccc(Oc2ccccc2)cc1)C1CCOC1 (stereo not drawn)	-0.5	-0.4	1.1	-1.1	0.9	0.7	1.4	-0.9	3.5	-2.6	1.1

2 records picked at random from the list so far:
SMILES	DAX1 inh-1	ssDAF12 agonist	SMARCA2 act	hgDAF12 agonist	GC-A act	PG9 Ab binder	DAX1 inh-2	hcDAF-12 act	FXN GAA850 act	ADAM17 inh	ADAM10 inh
Cc1cccc(-c2nc(CS(=O)CC(=O)NCc3ccco3)c(C)o2)c1 (stereo not drawn)	0.7	-0.9	4.5	3.1	-1.3	-0.5	1.1	-0.5	0.8	-2.8	3.9
CCOc1cc(C(=O)N(C)Cc2cc3ccccc3[nH]c2=O)cc(OCC)c1OCC	-0.2	-1.0	0.0	-0.1	2.8	-0.9	0.3	0.4	2.1	-6.3	-10.4
